Compound activity (PubChem BioAssay)
TRb SRC2 PPI: qHTS for Inhibitors of the Interaction of Thyroid Hormone Receptor and Steroid Receptor Coregulator 2. Thyroid hormone receptor beta (Homo sapiens), P10828. TRbeta-SRC2 peptide binding, fluorescence polarization; receptor liganded with 1 µM T3. Potency, µM (titrated, usually from 106 µM), for the others: at the highest dose activity change, negative = inhibition, most hits filed as inhibitors. 280,000 compounds, 0.065% hits;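 also: plate controls were bound peptide for no effect and peptide without receptor for full effect; nearly all actives have a fitted effect of over 50% in size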
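Polarization signal, normalized between peptide-alone and full complex controls, measured compound effects on T3-liganded human TRb LBD (0.6 uM) binding 20 nM Texas Red SRC2 peptide after 5 hr.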
Tau ThT inhib: qHTS for Inhibitors of Tau Fibril Formation, Thioflavin T Binding. AID 1460, 2008. 270,000 compounds, 2.1% hits. Potency, µM (highest dose often 57.4 µM), inactives show at the highest dose activity, negative = inhibition, actives largely listed as inhibitors. recombinant tau K18 P301L, heparin-induced fibrillization, ThT fluorescence. Microtubule-associated protein tau (Homo sapiens), P10636; also: nearly all actives have a fitted effect of over 55% in size
Target sequence (P10636 561-689 P618L limits assumed): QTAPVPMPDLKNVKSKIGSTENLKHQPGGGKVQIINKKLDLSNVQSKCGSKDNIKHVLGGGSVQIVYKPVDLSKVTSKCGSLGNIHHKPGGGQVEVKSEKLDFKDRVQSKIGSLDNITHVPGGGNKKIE
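Aggregation was driven by heparin (20 uM final) acting on recombinant tau […] bearing P301L in 100 mM sodium acetate pH 7; fibrils were detected with Thioflavin T.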
L3MBTL1 inh: qHTS Assay for the Inhibitors of L3MBTL1; Lethal(3)malignant brain tumor-like protein 1 (Homo sapiens), Q9Y468; AlphaScreen L3MBTL1–H3K9me1 peptide binding; Potency, µM (titrated, usually from 57.1 µM), for the others: at the top dose activity, negative = inhibition, actives largely listed as inhibitors; 230,000 compounds, 0.66% hits; also: nearly all actives have a fitted effect of over 60% in size
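Read-out is AlphaScreen signal from streptavidin donor and nickel chelate acceptor beads (10 ug/mL final each) bridging L3MBTL1 (50 nM) and biotinylated K9-monomethylated H3(1-15) peptide (75 nM), after 30 min compound exposure at room temperature.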
Tau FP inhib: qHTS for Inhibitors of Tau Fibril Formation, Fluorescence Polarization; Microtubule-associated protein tau (Homo sapiens), P10636; K18 P301L tau heparin fibrillization, Alexa594 FP, 6 h; Potency, µM (top dose mostly 57.7 µM), for inactives: at the top dose activity, negative = inhibition, most hits filed as inhibitors; 280,000 compounds, 0.39% hits; also: nearly all actives have a fitted effect of over 55% in size
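Human K18 P301L fragment (15 uM unlabeled plus 0.24 uM Alexa 594-labeled) in 100 mM sodium acetate pH 7 with compound, aggregation induced by 20 uM heparin for 6 hr at 37 C. ThT (30 uM) added for 1 hr, then Alexa 594 FP read.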
Tau fluor counter: Counterscreen qHTS for Inhibitors of Tau Fibril Formation, Fluorescence Polarization; tau K18 P301L (four-repeat tau fragment) Alexa594 fluorescence, heparin fibrillization; Potency, µM (highest dose often 57.7 µM), inactives show at the highest dose activity change, negative = decrease; 280,000 compounds, 0.93% hits; AID 1463, 2008; also: nearly all actives have a fitted effect of over 55% in size
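Human K18 P301L tau (15 uM unlabeled plus 0.24 uM Alexa 594-labeled, final) in 100 mM sodium acetate pH 7 was mixed with compound and 20 uM heparin and incubated 6 hr at 37 C.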
ALDH1A1 inh: qHTS Assay for Inhibitors of Aldehyde Dehydrogenase 1 (ALDH1A1) | Aldehyde dehydrogenase 1A1 (Homo sapiens), P00352 | Purified ALDH1A1, NADH fluorescence, propionaldehyde substrate | Potency, µM (series often up to 75.3 µM), for the others: top-dose activity, negative = inhibition, usual class: inhibitors | 220,000 compounds, 7.3% hits | AID 1030, 2008; active = well fitted inhibition curve with a large enough effect, not every such curve was filed as active; inconclusive = small, poorly fitted or top-dose-only effect, or another doubt; inactive = no such curve, though single readings can be large or run the other way;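 also: plate controls were no enzyme wells and a reference inhibitor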
Target sequence (P00352 whole entry, looked up): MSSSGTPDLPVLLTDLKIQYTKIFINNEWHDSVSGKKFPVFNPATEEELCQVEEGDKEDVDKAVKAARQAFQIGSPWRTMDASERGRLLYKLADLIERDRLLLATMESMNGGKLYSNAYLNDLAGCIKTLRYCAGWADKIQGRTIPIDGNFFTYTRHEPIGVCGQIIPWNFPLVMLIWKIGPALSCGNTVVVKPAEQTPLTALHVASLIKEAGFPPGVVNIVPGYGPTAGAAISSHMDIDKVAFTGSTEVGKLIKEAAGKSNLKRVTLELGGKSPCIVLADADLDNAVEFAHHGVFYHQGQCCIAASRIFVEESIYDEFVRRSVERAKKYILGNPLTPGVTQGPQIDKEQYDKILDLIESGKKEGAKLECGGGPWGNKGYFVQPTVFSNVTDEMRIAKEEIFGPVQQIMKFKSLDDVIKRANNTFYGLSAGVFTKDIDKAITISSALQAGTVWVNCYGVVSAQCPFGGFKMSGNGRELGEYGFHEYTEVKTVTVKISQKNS
TexasRed fluor: Total Fluorescence Counterscreen for Inhibitors of the Interaction of Thyroid Hormone Receptor and Steroid Receptor Coregulator 2. TRb/SRC2 Texas Red total fluorescence interference. Potency, µM (top dose mostly 106 µM), without a hit: top-dose fluorescence change, negative = quenching. 280,000 compounds, 0.29% hits. AID 1479, 2009; active = well fitted curve in either direction with a large enough effect; inconclusive = small, poorly fitted or top-dose-only effect
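Human TRβ ligand-binding domain (0.6 uM) and Texas Red SRC2 peptide (20 nM) in Tris buffer with 1 uM T3 and 5% DMSO were incubated with pinned compound for 5 hr at ambient temperature. Total fluorescence was computed as S + 2P (555/632 nm).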
aGal spleen mod: qHTS Assay for Inhibitors and Activators of Human alpha-Galactosidase From Spleen Homogenate | Alpha-galactosidase A (Homo sapiens), P06280 | human spleen homogenate, 4MU-alpha-Gal fluorescence, 40 min | Potency, µM (titrated, usually from 80 µM), for inactives: top-dose activity change, negative = inhibition, usual class: inhibitors | 240,000 compounds, 0.008% hits;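 also: 0% = enzyme with vehicle and -100% = no enzyme basal signal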
Target sequence (P06280 32-429 limits assumed): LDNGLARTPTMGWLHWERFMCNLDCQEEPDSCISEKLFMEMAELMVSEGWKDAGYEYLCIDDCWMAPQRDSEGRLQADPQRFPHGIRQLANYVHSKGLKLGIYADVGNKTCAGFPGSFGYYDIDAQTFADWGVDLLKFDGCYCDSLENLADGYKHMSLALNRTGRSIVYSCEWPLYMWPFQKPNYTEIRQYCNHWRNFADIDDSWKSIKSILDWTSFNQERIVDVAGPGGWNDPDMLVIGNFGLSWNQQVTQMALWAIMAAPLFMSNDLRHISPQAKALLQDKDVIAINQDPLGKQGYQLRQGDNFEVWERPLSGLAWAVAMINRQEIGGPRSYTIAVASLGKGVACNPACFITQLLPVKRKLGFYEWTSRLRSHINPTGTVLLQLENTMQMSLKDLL
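qHTS titration in buffer at pH 5.0. Alpha-galactosidase activity in spleen homogenate was measured via 4-methylumbelliferone release from 1 mM fluorogenic substrate after 40 min at 37C and a pH 10 stop. AC50 came from Hill fits of control-normalized data.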
* = called active by the depositor; ? = inconclusive; . = no result given; & = joins results of further samples; [ ] = dose if it differs, or a comment. Unless noted, calls follow the shape of the dose curve; as a rule, active = well fitted curve in the direction sought with a large enough effect; inconclusive = small, poorly fitted or top-dose-only effect, or another doubt; inactive = no such curve, though single readings can be large; an effect the other way counts as inactive or inconclusive. Unless noted, % is scaled to controls: 0 for no effect and ±100 for the full control effect; potency is read from the fitted curve at half-maximal effect.

SMILES	TRb SRC2 PPI	Tau ThT inhib	L3MBTL1 inh	Tau FP inhib	Tau fluor counter	ALDH1A1 inh	TexasRed fluor	aGal spleen mod
Cc1cccc(NC(=O)CSc2cc(C)c(C#N)c3nc4ccccc4n23)c1	2.5%	.	.	-18.1%	-21.6%	.	0.5%	2.1%
COC(=O)CSc1nn(-c2ccc(F)cc2)c(=S)s1	-2.0%	-1.1%	32.7%[activator]	-0.6%	-9.3%	3.6%	0.1%	-0.1%
CNNC(=S)NC1CC2CC1C1C=CCC21 (stereo not given)	6.9%	-13.7%	-3.3%	5.1%	-11.1%	-5.3%	-2.5%	-6.7%
CC1(C)CC2CC(C)(CN2S(=O)(=O)c2ccc(C(=O)Nc3cc(S(=O)(=O)N4CCOCC4)ccc3Cl)cc2)C1 (stereo not given)	-3.9%	6.6%	4.2%	-9.1%	2.3%	?	-5.5%	-3.0%
CCn1c(=O)c(C(=O)CN2CCOCC2)c(N)n(Cc2ccccc2)c1=O	-15.2%	0.7%	8.4%	4.9%	3.9%	2.4%	1.0%	0.2%
CCCc1c(O)nc(SCc2ccccc2)[nH]c1=O	-16.9%	-9.3%	1.8%	-6.2%	-3.0%	-3.1%	1.0%	-0.4%
Cc1ccc(Cn2c(CNC(=O)c3cccc(C)c3)nc3ccccc32)cc1	-4.5%	-2.4%	.	-2.1%	-1.9%	.	-1.0%	.
Cc1c(Br)c([N+](=O)[O-])nn1CC(=O)N1CCc2ccccc21	-0.2%	6.9%	-3.0%	7.4%	1.2%	6.2%	2.4%	-0.9%
O=C(Cn1ncc2c3ccccc3n(Cc3ccccc3)c2c1=O)NCCCN1CCCCC1	-5.3%	-11.9%	.	0.1%	-9.9%	.	-3.8%	.
CCCCC1=CC2=C(c3ccco3)C(=O)C(C)(OC(=O)c3ccc(OC)cc3)C(=O)C2=CN1c1ccc(OC)cc1 (stereo not given)	0.7%[11.2 µM]	-8.7%[11.5 µM]	.	0.8%[11.6 µM]	1.9%[11.6 µM]	?	-2.1%[11.2 µM]	-5.0%[17.5 µM]
Cc1nc(SCC(=O)Nc2cc(C)on2)c2c(C)c(C)sc2n1	7.2%	0.8%	-2.6%	-0.8%	-0.6%	-0.4%	1.0%	3.1%
CC(NC(=O)COC(=O)Cc1ccc(-c2ccccc2)cc1)c1ccccc1 (stereo not given)	-1.4%	-16.4%	11.8%	5.9%	-6.2%	3.4%	-1.3%	-5.2%
CCCCCOc1ccc(NC(=O)Cc2csc(C)n2)cc1	5.2%	?	.	10.1%	-16.7%	.	-0.8%	.
Cc1ccc(C)c(NC(=O)CSc2ncc(S(=O)(=O)c3ccc(C)c(Cl)c3)c(=O)[nH]2)c1	0.3%	-7.4%	.	3.5%	0.5%	.	-5.5%	.
CC(C)CNC(=O)c1ccccc1SCC(=O)NC12CC3CC(CC(C3)C1)C2	4.4%	0.8%	-0.1%	6.6%	-1.7%	?	-0.2%	-1.2%
C=CCn1c(=N)c(C#N)cc2c(=O)n3ccccc3nc21	-3.4%	4.9%	-6.4%	1.1%	6.5%	?	-6.3%	2.7%
CCCn1nc(NC(=O)c2ccccn2)c2cc3cc(C)ccc3nc21	?	-13.7%	.	-9.6%	-21.7%	?	11.0%	3.8%
Cc1cccc2cc(CNCc3ccccc3)c(Cl)nc12	-7.5%[53 µM]	-12.1%	45.9%[activator]	-4.9%	-12.3%	2.6%	0.4%[53 µM]	-2.9%
CSc1ncc(C(=O)N2CCN(c3ccc(F)cc3)CC2)c(C)n1	1.3%	2.9%	.	2.0%	0.8%	.	4.9%	.
Cc1cccc(OCC(=O)Nc2ccc(N3CCN(C(=O)c4ccco4)CC3)cc2)c1C	2.6%	?	-2.4%	-5.6%	-9.7%	0.3%	-0.9%	-2.7%
CON(C)C(=O)c1nnc2c3ccccc3n(S(=O)(=O)c3ccc(C)cc3)c2n1	-4.6%&0.3%[11.2 µM]	-5.0%&-8.5%[11.5 µM]	.	-4.2%&6.2%[11.6 µM]	-9.1%&-4.7%[11.6 µM]	?	-1.1%&-5.2%[11.2 µM]	2.8%&8.8%[17.5 µM]
CC(=O)c1cccc(NS(=O)(=O)c2ccc3[nH]c4c(c3c2)CCCCC4)c1	3.8%	-1.8%	.	2.0%	14.1µM*[quencher]	.	-1.1%	.
CCS(=O)(=O)c1ccc2oc(SCC(=O)c3ccco3)nc2c1	1.7%	-14.5%	-4.9%	-7.6%	-11.6%	1.5%	0.5%	1.3%
NNC(=O)C(Cc1ccccc1)NC(=O)OCc1ccccc1 (stereo not given)	0.0%	9.9%	?	-0.4%	2.7%	?	-0.3%	13.7%
Cc1nc2ccc(-c3nc4ccc(N)cc4[nH]3)cc2[nH]1	6.9%[53 µM]	15.8µM*	0.8%	5.2%	?	?	-4.6%[53 µM]	?
Cc1ccccc1C(=O)OCCN(C)Cc1ccccc1	6.2%	-7.2%	0.6%[11.4 µM]	2.1%	-6.5%	-5.0%	-0.4%	-3.8%
Cc1ccc(SC2=C(Sc3ccc(C)cc3)C(=O)c3ccccc3C2=O)cc1	5.8%	3.16µM*	?	14.1µM*	2.51µM*[quencher]	.	-0.2%	9.1%
COc1ccc(S(=O)(=O)n2ccc(-c3ccc4c(c3)CCC(C)(C)O4)n2)cc1	2.5%	-8.2%	10.6%	?	-28.9%	.	0.2%	3.3%
Cc1ccc(C(=O)Nc2cccc(C(F)(F)F)c2)cc1NC(=O)c1ccno1	-1.8%	3.7%	.	-5.9%	-8.0%	.	-1.5%	2.2%
COc1cccc(NC(=O)Nc2nnc(N3C(C)CCCC3C)s2)c1 (stereo not given)	2.1%	?	2.3%	?	10µM*[quencher]	.	-1.9%	3.3%
CCN(CC)CCCn1c(-c2ccccc2)nc2c(NCCOC)nc(C)nc21	-0.2%	-4.0%	.	-4.8%	-9.6%	?	0.3%	8.1%
Cc1ccc(C)c(N2CCN(c3nccn4nc(-c5ccc(Br)cc5)cc34)CC2)c1	-7.0%	-8.9%	.	-13.7%	-14.1%	.	6.0%	.
CCOC(=O)Cc1nnc(NC(=O)CSc2nc3ccccc3[nH]2)s1	0.0%	.	.	2.6%	-10.2%	.	-0.4%	6.7%
CN1CCN(CCCNC(=O)Nc2cccc3ccccc23)CC1	2.9%	-9.2%	3.6%	-3.7%	-12.4%	-7.3%	-2.0%	-10.6%
COCCN(CCOC)S(=O)(=O)c1ccc(C(=O)NCCCN2CCOCC2)cc1	1.5%	0.5%	-4.0%	-4.0%	-9.9%	5.0%	-0.9%	-11.5%
COc1ccc(-n2c(SCC(=O)Nc3nccs3)nc3c(c2=O)SC(C)C3)cc1 (stereo not given)	0.5%	-4.9%	-1.2%	3.6%	-10.2%	-1.6%	-2.8%	7.5%
CC(C)CC1CCCCC1OC(=O)C[N+]1(C)CCCCC1 (stereo not given)	-10.5%	4.1%	-3.7%	2.5%	3.7%	-62.9%	0.4%	-1.9%
Cc1ccc(C2Nc3cccc4cccc(c34)N2)s1	14.1%	?	-16.5%	-16.9%	?	?	?	5.1%
CCOc1ccc(CCNC(=O)CCc2c(C)nc3ncnn3c2C)cc1OCC	-24.5%	-5.4%	8.6%	-3.7%	-8.9%	2.2%	0.6%	-1.9%
Cc1cc(S(=O)(=O)Nc2ccc(C(=O)N3CCN(C(=O)c4ccco4)CC3)cc2)ccc1F	-15.4%	-8.5%	.	-6.2%	-8.0%	?	-1.6%	-3.9%
Cc1ccc(CSc2nnc(SCC(=O)N/N=C/c3c[nH]c4ccccc34)s2)cc1	0.6%	-17.6%	.	11.0%	?	?	-4.5%	-6.5%
CCOc1ccc(CCNc2ncnc3onc(-c4ccc(Cl)cc4)c23)cc1	-3.9%	3.4%	.	-1.8%	-9.8%	.	-2.4%	.
Cc1cc(Nc2ccccc2)n(C(=O)c2ccc(Cl)cc2)n1	-8.9%	-16.5%	-14.0%	9.0%	?	6.2%	-3.2%	-11.0%
Cc1ccc(C(=O)NCC(C)(C)N2CCOCC2)s1	1.2%	-3.4%	.	-11.2%	-5.8%	-0.3%	-0.3%	4.4%
COc1ccc(-c2noc(CN(C(=O)c3ccccc3Cl)C(C)C)n2)cc1	-8.2%	-10.2%	.	1.8%	-22.1%	.	7.9%	.
O=S(=O)(c1ccc(Cl)cc1)N1c2ccccc2Oc2nc3ccccc3nc21	-2.2%	-3.4%	3.1%	-3.5%	-28.0%	25.1µM*	-1.2%	-4.5%
COc1ccc(N2C(=O)C3CCCN3C2c2cccc(C)c2)cc1Cl (stereo not given)	-1.8%	-8.9%	7.2%	-5.5%	-6.9%	?	-1.5%	-6.7%
CCSc1nnc(NC(=O)CC)s1	-7.0%	-8.0%	.	-14.9%	-7.0%	3.9%	3.0%	-0.4%
CSc1nsc(SCC(=O)Nc2ccc3c(c2)OCCO3)n1	6.5%	?	.	8.9%	-20.8%	?	0.4%	2.0%
CCc1c(C(=O)Nc2ccc(OC)cc2)[nH]c(C)c1C(C)=O	1.6%	?	-4.9%	11.5%	-26.2%	5.7%	0.3%	3.0%
O=c1c(Cl)c(NCCO)cnn1-c1cccc(Cl)c1	-0.2%	-0.3%	-0.5%	-5.1%	-4.7%	-1.8%	-2.4%	0.1%

Looked up one by one from the list above:
SMILES	TRb SRC2 PPI	Tau ThT inhib	L3MBTL1 inh	Tau FP inhib	Tau fluor counter	ALDH1A1 inh	TexasRed fluor	aGal spleen mod
CCN(CC)CCCn1c(-c2ccccc2)nc2c(NCCOC)nc(C)nc21	-0.2%	-4.0%	.	-4.8%	-9.6%	?	0.3%	8.1%
Cc1cccc(OCC(=O)Nc2ccc(N3CCN(C(=O)c4ccco4)CC3)cc2)c1C	2.6%	?	-2.4%	-5.6%	-9.7%	0.3%	-0.9%	-2.7%
